From PubChem
HepG2 tox: qHTS for Inhibitors of TGF-b: Cytotox Counterscreen; HepG2 CAGA-GFP viability, ATP luminescence, 18 h; Potency, µM (top dose mostly 46.1 µM), for the others: at the top dose activity change, negative = cytotoxicity, usual class: cytotoxic; 0.76% of 410,000 active; further: potency means the concentration at half of the fitted maximal effect; some results filed as inactive show a strong effect at the top dose
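CellTiter-Glo luminescence gave cytotoxicity after 18 hours at 37 degrees C. The cells were HepG2 CAGA-GFP in 1% FBS DMEM, stimulated with 500 pg/mL TGF-beta after compound addition. %Activity was normalised to no-cell wells (complete cell-killing) and DMSO (no toxicity), and curves were fitted and classified.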
A549 tox: Nrf2 qHTS screen for inhibitors: counterscreen for cytotoxicity; 0.16% of 390,000 active; AID 504648, 2011; A549 ARE-Fluc cells, CellTiter-Fluor viability, 18-24 h; Potency, µM (doses to about 46 µM), for inactives: at the highest dose activity change, negative = cytotoxicity, most hits filed as inhibitors; further: potency means the concentration at half of the fitted maximal effect; on the % scale 0 is the no-effect control and ±100 the full control effect
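A549 ARE_Fluc cells in 5% FBS OPTI-MEM were exposed to compounds in concentration-response for 18-24 h at 37 deg C. Viability was read by CellTiter-Fluor fluorescence (Ex 405/Em 525) after 30 min, before the luciferase read.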
Nrf2 block: Nrf2 qHTS screen for inhibitors. A549 ARE-Fluc reporter, luciferase luminescence, 18-24 h. Potency, µM (series often up to 46 µM), without a hit: at the top dose activity change, negative = inhibition, usual class: inhibitors. 2.1% of 360,000 active. AID 504444, 2011; further: potency means the concentration at half of the fitted maximal effect; on the % scale 0 is the no-effect control and ±100 the full control effect; nearly all actives have a fitted effect of over 60% in size
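Quantitative HTS in A549 cells stably bearing an antioxidant response element-firefly luciferase construct. Inhibition of Nrf2-driven transcription was scored by luminescence after 18-24 h of compound exposure at 37 °C.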
IL-2 act: qHTS of IL-2 Activators. IL-2 activation reporter assay, cell-based qHTS; stimulated with anti-CD3/CD4/CD28 beads; in transgenic mouse T cells. activation, % (series mostly up to about 46 µM). 0.065% of 360,000 active. AID 652025, 2013; in the data active means activation above about 50%; inconclusive means mostly about 30% to 49%; further: 0% is about no effect
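Using fluorescent plate cytometry, EGFP and DsRed are detected in transgenic mouse T cells stimulated 18 h at 37 degrees C with antibody-coated beads after 60 min compound pretreatment.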
ATXN viability: Viability Counterscreen for Primary qHTS for Inhibitors of ATXN expression; S2 cells (HEK-293 line with an ATXN2-luciferase reporter) viability, CellTiter-Fluor protease fluorescence, 24 h; Potency, µM (doses to about 56.7 µM), usual class: cytotoxic; 0.49% of 400,000 active; AID 651635, 2014; further: potency means the concentration at half of the fitted maximal effect; nearly all actives have a fitted effect of over 40% in size
Nrf2 activator: qHTS of Nrf2 Activators. Potency, µM (doses to about 46.1 µM), for the others: at the highest dose activation, actives largely listed as activators. 0.31% of 410,000 active. AREc32 ARE-luciferase reporter (MCF7-derived line), luminescence, 24 h. AID 624171, 2012; further: potency means the concentration at half of the fitted maximal effect; % of control where 0% means no effect; nearly all actives have a fitted effect of over 65% in size
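Quantitative high-throughput format: AREc32 reporter cells, 1000 per well, received compound by pin transfer and were incubated 24 hr at 37 deg C, 5% CO2, before Steady-Glo luminescence detection.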
ATXN2 expr inh: Primary qHTS for Inhibitors of ATXN expression; AID 1745845, 2022; 0.72% of 360,000 active; Potency, µM (titrated, usually from 57 µM), for inactives: at the top dose activity change, negative = inhibition, hits mostly inhibitors; HEK-293 ATXN2-luciferase reporter, luminescence, 24 h; further: potency means the concentration at half of the fitted maximal effect; on the % scale 0 is the no-effect control and ±100 the full control effect; nearly all actives have a fitted effect of over 55% in size
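ATXN2-luciferase reporter cells (luciferase flanked by upstream and downstream ATXN2 gene portions) were treated 24 h at 37 °C with compounds at up to 57 uM. SteadyGlo luminescence gave expression; GF-AFC fluorescence gave viability.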
EPAC2 agonist: qHTS for Agonist of cAMP-regulated guanine nucleotide exchange factor 4 (EPAC2): primary screen | EPAC2 activation, biochemical qHTS; response scale: 100% = 6.5 mM cAMP response | Rap guanine nucleotide exchange factor 4 (Homo sapiens), Q8WZA2 | Potency, µM (top dose mostly 154 µM), inactives show top-dose activation, most hits filed as activators | AID 720711, 2013 | 0.079% of 360,000 active; further: potency means the concentration at half of the fitted maximal effect; nearly all actives have a fitted effect of over 50% in size
Target sequence (Q8WZA2 whole entry, looked up): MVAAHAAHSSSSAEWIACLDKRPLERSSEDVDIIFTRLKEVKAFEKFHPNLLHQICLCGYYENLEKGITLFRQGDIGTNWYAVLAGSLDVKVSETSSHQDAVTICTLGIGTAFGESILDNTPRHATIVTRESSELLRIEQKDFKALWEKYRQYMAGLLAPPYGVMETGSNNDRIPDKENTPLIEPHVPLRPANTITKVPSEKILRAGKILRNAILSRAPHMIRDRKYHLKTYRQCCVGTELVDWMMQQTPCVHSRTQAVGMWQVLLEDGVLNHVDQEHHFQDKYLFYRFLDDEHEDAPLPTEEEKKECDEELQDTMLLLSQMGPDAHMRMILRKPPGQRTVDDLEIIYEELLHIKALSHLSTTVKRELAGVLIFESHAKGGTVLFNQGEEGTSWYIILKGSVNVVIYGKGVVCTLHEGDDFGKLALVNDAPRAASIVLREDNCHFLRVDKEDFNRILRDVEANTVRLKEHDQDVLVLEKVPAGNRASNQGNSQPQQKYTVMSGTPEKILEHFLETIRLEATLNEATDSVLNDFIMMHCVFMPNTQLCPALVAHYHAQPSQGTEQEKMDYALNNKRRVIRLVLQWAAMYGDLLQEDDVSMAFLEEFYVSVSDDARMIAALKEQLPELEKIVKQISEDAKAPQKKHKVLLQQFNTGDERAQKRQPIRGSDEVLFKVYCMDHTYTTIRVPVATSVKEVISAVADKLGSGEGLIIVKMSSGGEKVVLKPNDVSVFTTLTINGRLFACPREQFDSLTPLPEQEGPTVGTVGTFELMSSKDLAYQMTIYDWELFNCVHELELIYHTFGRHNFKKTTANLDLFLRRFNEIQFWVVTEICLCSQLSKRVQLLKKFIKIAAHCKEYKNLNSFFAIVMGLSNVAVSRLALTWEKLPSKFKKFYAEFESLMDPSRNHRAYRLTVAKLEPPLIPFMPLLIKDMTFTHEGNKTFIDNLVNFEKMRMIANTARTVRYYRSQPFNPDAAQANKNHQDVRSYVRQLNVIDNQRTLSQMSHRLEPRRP
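Readout is BODIPY fluorescence (480 nm excitation, 540 nm emission), which falls as labeled GDP is exchanged off Rap1B. EPAC2 at 100 nM acted on 250 nM RAP1B-BODIPY-GDP with 50 uM GDP present.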
TGFb SMAD3 inh: qHTS for Inhibitors of TGF-b. AID 588855, 2011. Potency, µM (highest dose often 46.1 µM), for the others: top-dose activity, negative = inhibition, most hits filed as inhibitors. 1.2% of 410,000 active. HepG2 CAGA-GFP TGF-b/SMAD3 reporter, GFP fluorescence, 18 h; TGF-beta stimulated, 500 pg/mL final; further: potency means the concentration at half of the fitted maximal effect; on the % scale 0 is the no-effect control and ±100 the full control effect; nearly all actives have a fitted effect of over 65% in size
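Per well, imaged GFP fluorescence of HEPG2 CAGA-GFP cells gives the signal; cells get compound, then TGF-beta (500 pg/mL final), 18 h at 37 degrees C; %Activity versus -TGF-beta and +DMSO controls.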
* = called active by the depositor; i = inactive; u = inconclusive; x = not tested or not shown; [ ] = dose if it differs, or a comment. Unless noted, the call rests on the fitted dose curve; in most records, active means well fitted curve in the direction sought with a large enough effect; inconclusive means small, poorly fitted or top-dose-only effect, or another doubt; inactive means no such curve, though single readings can be large; an effect the other way counts as inactive or inconclusive.

SMILES	HepG2 tox	A549 tox	Nrf2 block	IL-2 act	ATXN viability	Nrf2 activator	ATXN2 expr inh	EPAC2 agonist	TGFb SMAD3 inh
O=[N+]([O-])c1ccc2nc(N3CCCC3)sc2c1	-16%	-3%	18%	0.8	i	6.1%	x	3%	-11%
Cc1cc(C)c(C(=O)NC2CC(C)(C)Cc3c2cnn3-c2cccc(F)c2)[nH]1 (centres undefined)	5%	-18%	u	-0.1	i	2.4%	0%	-6%	u
Cc1cc(C(=O)Nc2ccc3c(c2)OCO3)no1	-15%	-3%	u	-0.9	i	0.1%	-9%	6%	-3%
CCOC(=O)c1cnc(SCC(=O)Nc2cccc(OC)c2)nc1N	-29%	-12%	26µM*	-3.5	i	3.8%	-4%	16%	-27%
CN(C)c1ccc2c3c(ccc(N(C)C)c13)C(=O)OC2	-7%	-1%	0%	-0.3	i	-0.1%	x	4%	-15%
CCCC(=O)Nc1ccc2oc(-c3cncc(Br)c3)nc2c1	-2%	-1%	3%	0.4	u	2.4%	x	8%	21%
CCOC(=O)c1nnc(-c2ccccc2)nc1NCc1ccc(Cl)cc1	-25%	-5%	-1%	0.4	i	0.4%	-7%	2%	0%
FC(F)(F)c1cnc(N2CCN(C(=S)NCc3ccccc3)CC2)c(Cl)c1	-29%	3%	-13%	-0.8	i	2.4%	u	3%	u
Cc1ccccc1Nc1ccc2nonc2c1[N+](=O)[O-]	6%	-7%	5%	-1.3	i	-0.5%	8%	18%	-6%
COc1nnc(OC)c2ccccc12	9%	10%	-17%	-2.0	i	-0.3%	-4%	4%	0%
C=CC[C@@H](CC(=O)N[C@H](CO)Cc1ccccc1)C(=O)N[C@H](COC(=O)[C@@H](CC=C)Cc1ccc(F)cc1)Cc1ccccc1	1%	-5%	-12%	0.0	i	2.7%	5%	-12%	-25%
COC(=O)c1ccccc1NC(=O)c1ccc2c(c1)CCN2S(C)(=O)=O	-26%	4%	26%	x	i	0.9%	-1%	x	28%
COc1cccc2cc(-c3nc(-c4ccc(Cl)cc4)cs3)c(=O)oc12	2%	3%	x	x	i	4.2%	3%	x	34%
COc1cc(Cn2c3ccc(NC(=S)NCc4ccc(C)cc4)cc3c(=O)n2C)ccc1F	-18%	x	x	-0.7	i	2.6%	-22%	10%	u
CCC(C(=O)NC1CCCC1)N(Cc1ccco1)C(=O)CNS(=O)(=O)c1ccccc1 (centres undefined)	-6%	-7%	-4%	0.6	i	0.3%	-2%	8%	-10%
Cc1c(C(=O)N2CCCCCC2)c(S(=O)(=O)Nc2ccc(OC(F)(F)F)cc2)c(C)n1C	-4%	-10%	u	x	u	4.6%	3%	x	u
COc1cccc(OC)c1OCCCCN1CCCC1	-3%	-11%	-6%	0.4	i	0.2%	-6%	11%	2%
CCCS(=O)(=O)NCCc1cc2c(OC)ccc(OC)c2[nH]c1=O	-12%	-6%	-11%	-1.7	i	-0.4%	7%	3%	-10%
CCC(=O)Nc1ccc(NC(=S)NC(=O)c2oc3ccccc3c2C)cc1	11%	10%	5%	0.7	i	0.3%	-27%	0%	11%
CCN(CC)S(=O)(=O)c1cccc(-c2nnc(SCC(=O)c3cc(C)n(C)c3C)o2)c1	-26%	-14%	-22%	-0.5	i	0.2%	-16%	0%	u
COc1ccc(-c2oc3c4c2C(=O)OCCOC4CCC3)cc1 (centres undefined)	x	x	x	-0.3	i	0.0%	0%	3%	x
CS(=O)(=O)N(CC(N)=O)c1cccc(Br)c1	3%	-2%	-2%	1.3	i	0.5%	3%	-3%	-3%
O=C(C1CCC(=O)N1Cc1cccnc1)N1CCN(c2ccc(F)cc2)CC1 (centres undefined)	8%	1%	9%	-3.9	i	0.2%	2%	-9%	-11%
COc1cccc(Cn2c(=S)[nH]c3ccc(N4CCOCC4)cc3c2=O)c1	-12%	0%	-23%	1.0	i	-0.7%	5%	-19%	16%
N#C/C(=C\c1ccc[nH]1)C(=O)Nc1ccccc1[N+](=O)[O-]	2%	-11%	0%	2.5	i	21%	16%	-2%	4%
Cc1ccccc1C(=O)NC1CC(C)(C)NC(C)(C)C1	17%	-1%	-2%	-0.4	i	-0.3%	-5%	1%	2%
O=C(CN1C(=O)c2ccccc2C1=O)NNC1=NS(=O)(=O)c2ccccc21	0%	2%	-2%	-0.1	i	0.0%	-4%	-3%	4%
CC(=O)N(C)c1ccc(NC(=O)Cc2cccc3ccccc23)cc1	-7%	0%	-6%	4.0	i	-0.1%	21%	3%	17%
Cc1cccc(C)c1-n1c(C)nn(CC2CC2)c1=O	5%	-7%	5%	-0.9	i	0.1%	-4%	-5%	13%
C=CCn1c(=N)c(C(=O)NCCCOC)cc2c(=O)n3cc(C)ccc3nc21	-9%	u	-1%	1.4	x	-0.6%	-9%	4%	-8%

In a second layout: results already given
Under each structure – HepG2 tox	A549 tox	Nrf2 block	IL-2 act	ATXN viability	Nrf2 activator	ATXN2 expr inh	EPAC2 agonist	TGFb SMAD3 inh
O=C(CN1C(=O)c2ccccc2C1=O)NNC1=NS(=O)(=O)c2ccccc21
→ 0%	2%	-2%	-0.1	i	0.0%	-4%	-3%	4%
CC(=O)N(C)c1ccc(NC(=O)Cc2cccc3ccccc23)cc1
→ -7%	0%	-6%	4.0	i	-0.1%	21%	3%	17%

Next part
SMILES	HepG2 tox	A549 tox	Nrf2 block	IL-2 act	ATXN viability	Nrf2 activator	ATXN2 expr inh	EPAC2 agonist	TGFb SMAD3 inh
CC(=O)c1nnn(-c2ccc(C)cc2Cl)c1C	3%	2%	u	x	x	0.5%	x	x	-13%
CC[C@H](C)[C@H]1CNC(=O)C(=O)N1CC1CCN(CC2CCC(C)CC2)CC1 (some centres undefined)	-3%	16%	3%	0.2	i	2.2%	-13%	14%	0%
COC(=O)c1cc(OC)c(OC)cc1NC(=O)C1CCC(=O)N1S(=O)(=O)c1ccc(C)cc1 (centres undefined)	4%	3%	6%	-2.9	i	2.3%	18%	9%	-2%
CCOc1cccc(Nc2ccc([N+](=O)[O-])cn2)c1	-15%	-13%	1%	-3.4	i	3.6%	35%	11%	0%
CCN(CC)C(=O)Cn1c(=O)n(-c2ccc(CC(=O)NCc3ccccc3)cc2)c(=O)c2sccc21	-5%	-22%	0%	0.3	i	0.5%	x	5%	2%
CNC(=O)c1c(NC(=O)CCS(=O)(=O)c2ccccc2)sc2c1CCN(C(=O)OC)C2	-1%	0%	10%	-0.5	i	9.1%	6%	10%	-34%
COc1ccc(C(=O)CN2CCN(CCN3C(=O)c4cccc5cccc(c45)C3=O)CC2)cc1	-19%	-15%	u	0.0	i	9.7%	-37%	3%	u
N#Cc1ccc(CSc2ccccn2)c(Cl)c1	-5%	10%	0%	4.6	i	-0.1%[9.22 µM]	28%	4%	-4%
O=C(COc1cccc(-n2cnnn2)c1)NC1CCCCC1	4%	1%	-12%	2.2	i	0.3%	-11%[11.3 µM]	5%	7%
COc1cccc2oc(CCc3ccccc3)cc(=O)c12	-19%	5%	16%	2.8	i	5.9%	45%[activator]	5%	-15%
c1ccc2c(-n3cccn3)cccc2c1	9%	0%	16%	0.5	i	2.4%	11%	2%	7%
Cc1oc(-c2ccc(Cl)cc2)nc1CN1CCC(C(=O)NCc2cccnc2)CC1	-50%	4%	-10%	-2.8	i	1.7%	-18%	3%	0%
COc1ccc(CC(=O)OCC(=O)Nc2c(C)n(C)n(-c3ccccc3)c2=O)cc1	1%	-4%	-3%	0.5	i	-0.6%	1%	5%	8%
COc1ccccc1-c1nnc(NC(=O)CCS(=O)(=O)c2ccccc2)o1	-44%	-2%	-13%	-3.5	i	u	2%	12%	u
Cc1ccccc1-n1nc2c(c1NC(=O)C1CCCC1)CS(=O)(=O)C2	9%	0%	-13%	0.5	u	-0.9%	x	2%	10%
O=C(CSc1nc2c(sc3ccccc32)c(=O)n1Cc1ccco1)NCC1CCCO1 (centres undefined)	6%	-9%	-13%	0.7	u	-0.4%	-31%	-2%	0%
Cc1ccc(C(=O)c2oc3ccccc3c2NC(=O)c2cc(-c3ccc(Cl)cc3)on2)cc1	-17%	0%	8%	x	i	-0.7%	2%	x	8%
Cc1cc2cc(CNC(=O)CC(C)C)ccc2n1C	-22%	3%	-1%	-3.5	i	0.3%	13%	4%	0%
CCn1c(SCC(=O)NC2CCCCC2)nnc1-c1cccnc1	2%	-1%	-2%	-1.9	i	-0.4%	1%	-6%	-20%
CCNC(=O)CN(c1ccc(Cl)cc1)S(=O)(=O)c1ccccc1	-15%	12%	37%	-0.3	i	-0.5%	-12%	13%	-9%
COc1ccc(CN(C)C(=O)c2cccc(C(=O)N(C)Cc3ccc(OC)cc3)c2)cc1	-23%	0%	u	-1.2	u	3.5%	x	10%	u
Cn1ccc(C(=O)Oc2ccc(C(=O)Nc3ccc(F)cc3F)cc2)n1	1%	0%	u	0.2	i	0.8%	2%	4%	0%
NC(=O)CSc1nnc(-c2ccco2)n1-c1ccc(F)cc1	-5%	x	x	2.9	i	0.0%	x	4%	2%
COc1ccc(NC(=O)c2ccc(OC(F)F)cc2)cc1Cl	0%	1%	u	-3.1	u	3.7%	40%[activator]	7%	16%
CC(=O)Nc1ccc(NC(=O)c2ccccc2N(C)S(C)(=O)=O)cc1	2%	15%	11%	-2.5	i	-0.4%	2%	4%	-16%
Cc1noc(C)c1S(=O)(=O)N(C)C[C@H]1Oc2ccc(NC(=O)Cn3cnnn3)cc2C(=O)N([C@H](C)CO)C[C@@H]1C	-4%	-8%	-7%	0.6	i	-0.5%	9%	4%	u
C=CCn1c(SCc2csc(C)n2)nc2sc3c(c2c1=O)CCCCC3	-11%	x	u	-3.5	i	0.3%	-14%	13%	-18%
